Insulin prom inh: TRM-6 insulin promoter activity inhibition; 0.9% of 130,000 active; inhibition, % at 2 µM; TRM-6 cells (human fetal islet line), insulin promoter-eGFP reporter, imaging; reporter expression induced with tamoxifen;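 active = inhibition above the mean plus 3 SD, with well images judged a real hit on visual review, cut at about 60% in these data, passing the limit was not always enough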
SDO1 yeast rescue: compounds rescuing growth of sdo1-depleted yeast, bone marrow failure model; z-score at 10 µM; S. cerevisiae sdo1-depleted JHY4D growth rescue, OD600 30 h; stronger effect = higher value; pdr5 snq2 efflux-pump mutant strain; 0.21% of 140,000 active; AID 817;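 active = z-score above 3 at both the 24 hr and the 30 hr optical density reads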;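 note: z-score against mean and SD of all compound wells on the same plate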
SDO1 yeast rescue Rescue 24 h: recorded beside SDO1 yeast rescue, whose call it bears; z-score; S. cerevisiae sdo1-depleted JHY4D growth rescue, OD600; measured here: growth rescue at 24 h;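 0 is the plate mean of compound wells and units are plate SD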
Numbers without * were called inactive; . = no result given; [ ] = remark or other dose.

SMILES | Insulin prom inh | SDO1 yeast rescue | SDO1 yeast rescue Rescue 24 h
CC(C)OC(=O)C1C2c3ccccc3C(c3ccccc32)C1C(=O)O (stereo unspecified) | 8 | . | .
CCCC1(CCC)C(=O)NC(=Nc2ccccc2)NC1=O | 50 | 0.5 | 0.31
O=C1NC(=O)C2(Cc3ccccc3N3CCCC32)C(=O)N1c1ccc(Cl)cc1 (stereo unspecified) | -9 | 3 | 2.9
CCCCn1c(=O)c(C(=O)NCc2ccco2)c(O)c2ccccc21 | 9 | . | .
CCC(C)N1CCN(C(=O)Cc2ccccc2)CC1 (stereo unspecified) | -36 | 0.29 | 0.72
CCC(C)C1(CC)C(=O)NC(=O)N=C1N (stereo unspecified) | . | 0.39 | -0.74
CC[N+](C)(CC)CCCOC(=O)C(O)(c1ccccc1)C1CCCCC1 (stereo unspecified) | 28 | 1.7 | 1.7
Cc1nc2cc(-c3ccc(Cl)cc3)nn2c(C)c1CCC(=O)N1CCC2(CC1)OCCO2 | 40 | . | .
CCOc1cc(CNCCc2c[nH]c3ccccc23)cc(Cl)c1OC | 20 | . | .
C[C@@H]1C2C[C@@]34COC(=O)C3=CC=C[C@H]4[C@@]13C[C@H](c1ccoc1)O[C@@H]3O2 | -30 | -0.32 | -0.25
CCN1CCN(Cc2cc(Br)cc(Br)c2O)CC1 | 3 | 0.27 | -0.2
COc1cc(CC2C(=O)N(C)C(=O)N(C)C2=O)ccc1OCc1ccccc1 | . | 0.43 | 0.64
O=C(CCCCCn1c(=S)[nH]c2ccccc2c1=O)N1CCC2(CC1)OCCO2 | . | -0.55 | -0.97
Brc1ccc(CN2CCNCC2)s1 | 43 | -3.2 | -2.1
C=CCN1CC[C@]23c4c5ccc(O)c4O[C@H]2C(=O)CC[C@@]3(O)[C@H]1C5 | -27 | . | .
CCC/C(=N\O)c1c[nH]c2ccccc12 | . | 0.27 | -0.07
Cc1cccn2c(NCC3CCCO3)c(C(C)C)nc12 (stereo unspecified) | 0 | -0.37 | -0.51
CCCOP(=O)(OCCC)C(NC(=O)c1ccccc1)=C(Cl)Cl | . | 1.2 | 0.88
CCCCn1c(=O)c(C=Nc2ccc(Cl)cc2)c(O)n(Cc2ccco2)c1=O | -7 | -0.12 | -0.1
COc1ccc(OCC#CCN2CCC(C)CC2)cc1 | -24 | . | .
O=C1C(c2ccccc2)=C(N2CC2)c2ccccc21 | -8 | -0.2 | -0.16
O=C(NC1CN2CCC1CC2)c1cc(Cl)c([N+](=O)[O-])c2nc[nH]c12 (stereo unspecified) | -250 | 1.1 | 0.76
O=C1NC(=O)N(Cc2ccc(F)cc2)C(=O)/C1=C/c1cccs1 | 30 | . | .
CCOC(=O)c1c(C)n(C(C)C)c2ccc(OC(=O)c3ccc(N4C(=O)CCC4=O)cc3)cc12 | . | 0.59 | 0.42
CCN1CCN(c2nc3c(c(=O)[nH]2)CCCC3)CC1 | . | -0.59 | -1
Cc1nc2ccccc2c(=O)n1-c1cccnc1 | . | 1.3 | 1.2
COc1ccccc1N1C(=O)NC(=O)/C(=C/c2ccc3c4c(cccc24)CC3)C1=O | . | 0.03 | -0.64
CN1c2ccc([N+](=O)[O-])cc2CC2(C(=O)NC(=O)N(c3ccc(Br)cc3)C2=O)C1c1ccccc1 (stereo unspecified) | . | 0.36 | -0.55
O=C(CN1CCCCC1)NCC(=O)Nc1ccc(Br)cc1C(=O)c1ccccc1 | . | -0.3 | -0.1
O=C(c1ccc2c(=O)n(Cc3ccc4c(c3)OCO4)c(=S)[nH]c2c1)N1CCC2(CC1)OCCO2 | 57 | 1 | 0.42
CCOP(=O)(OCC)C(NC(=O)c1ccc(C)cc1)=C(Cl)Cl | -30 | 1 | 1.6
O=C1CC(N2CC=C(c3ccc(F)cc3)CC2)C(=O)N1c1ccc(F)cc1 (stereo unspecified) | -8 | -1.1 | -1.4
Cn1c(O)c(C=Nc2ccccc2Sc2ccccc2)c(=O)n(C)c1=O | 18 | -0.19 | 0.22
Fc1ccc(CNCCc2ccccc2F)cc1 | 25 | 0.72 | 0.14
O=C(COc1ccc(Cl)cc1)N1CCN(Cc2ccccc2)CC1 | . | -0.85 | -0.88
O=Cc1c(C(=O)O)n(Cc2ccccc2Cl)c2ccccc12 | 6 | . | .
O=c1[nH]c(=O)n(CCC2=CCCCC2)c(O)c1C=NC1CCN(Cc2ccccc2)CC1 | -31 | -1.5 | -1.4
Cc1nn(Cc2ccccc2)c(Cl)c1C(=O)OC(C)C(=O)Nc1ccc(F)cc1Cl (stereo unspecified) | -30 | -1.1 | -0.91
CC(=NCCCN1CCOCC1)c1c(O)n(Cc2ccccc2)c(=O)[nH]c1=O | . | 1.4 | 1.4
O=c1[nH]c(=O)n(Cc2ccc(F)cc2)c(O)c1C=NCCN1CCCCC1 | 24 | 0.98 | 0.61
CN1CCN(c2ccc([N+](=O)[O-])c(NCc3ccco3)c2)CC1 | -26 | 0.05 | -0.7
CCC12CN3CCN(CC(C3)C1O)C2 (stereo unspecified) | 50 | 0.28 | -0.3
CCc1ccc(N2C(=O)NC(=O)/C(=C\c3cccn3CCOc3ccc(C(C)C)cc3)C2=O)cc1 | 11 | 1.1 | 1.5
N#Cc1ccc(OCC(=O)N2CCN(Cc3ccc4c(c3)OCO4)CC2)cc1 | 0 | . | .
Cc1ccc(-n2c(/C=C/c3ccc4c(c3)OCO4)nc3ccccc3c2=O)cc1 | -3 | -0.98 | 0.15
Cc1cccc(CN2CCCC(C(=O)c3cccc(OC(C)C)c3)C2)n1 (stereo unspecified) | -22 | . | .
CCOc1ccc(C2SCC(=O)Nc3c2c(C)nn3C2CCOC(C)(C)C2)cc1 (stereo unspecified) | 29 | 0.37 | -0.21
CC(=NCc1cccnc1)c1c(O)n(-c2ccccc2C)c(=O)[nH]c1=O | 41 | 0.6 | 1.2
Cc1nc2cc(C(F)(F)F)ccc2n1C1CCN(Cc2nnnn2Cc2ccc3c(c2)OCO3)CC1 | . | -1.6 | -1.3
Fc1ccc(C2NCCc3[nH]cnc32)cc1 (stereo unspecified) | . | 1 | 1
COc1cc(C2NCc3ccccc3-n3cccc32)ccc1O (stereo unspecified) | 23 | -0.87 | -0.82
Oc1ccc(CC2CC3CCN2CC3)cc1O (stereo unspecified) | . | 0.67 | 0.31
COc1ccc(CCn2c(O)c(C=NCCCn3ccnc3)c(=O)[nH]c2=O)cc1OC | 36 | 1.9 | -0.33
O=C(c1cn(Cc2ccccc2)c2ccccc12)C1CC1 | 0 | . | .
COc1ccccc1-n1c(O)c(C=NCCN2CCNCC2)c(=O)[nH]c1=O | 8 | -0.39 | 0.44
COc1ccc(CN2CCN(C(=O)COc3cccc(C)c3)CC2)c(OC)c1 | . | 1 | 0.81
CC(O)(CS(=O)(=O)c1ccccc1)C(=O)Nc1cccc(C(F)(F)F)c1 (stereo unspecified) | 25 | 1.7 | 2.4
CSc1ccc(CNC2CN3CCC2CC3)cc1 (stereo unspecified) | . | -0.48 | -0.58
Cc1cccc(N2C(=O)CC(=O)NC2=O)c1 | . | 0.57 | 0
CCC(C)N=Cc1c(O)n(-c2ccccc2)c(=O)[nH]c1=O (stereo unspecified) | 22 | 1.4 | 1.4
(next part)
SMILES | Insulin prom inh | SDO1 yeast rescue | SDO1 yeast rescue Rescue 24 h
N#CCC(=O)NN1Cc2ccccc2C1=N | 23 | 1.4 | 0.21
COC(=O)N(C)c1ccc(C(O)(C(=O)OC)C(F)(F)F)cc1 (stereo unspecified) | -11 | -0.14 | -0.08
O=c1[nH]c2ccccc2n1C1CCN(CCCC(c2ccc(F)cc2)c2ccc(F)cc2)CC1 | -14 | -1.7 | -0.67
CCC(C)N1C(=O)/C(=C\c2cnc(N(C)C)nc2)C(=O)NC1=S (stereo unspecified) | -12 | . | .
O=C1NC(=O)N(c2ccccc2)C(=O)/C1=C/c1ccc(Sc2ccccc2)o1 | 17 | -0.95[9 µM] | 1.3
CCOC(=O)C(C)(CC)NC(=O)CSP(=S)(OCC)OCC (stereo unspecified) | -19 | 0.2 | 0.15
O=C(Nc1ccccc1)NC1CC2CCC(C1)N2 (stereo unspecified) | 6 | 0.71 | 0.89
O=C(O)C1C2CCC(O2)C1C(=O)Nc1ccc(Cl)cc1 (stereo unspecified) | 25 | . | .
O=C(c1cc(C(=O)NCc2ccc(Cl)cc2)c(=O)n(Cc2ccc(Cl)cc2)c1)c1cc(F)ccc1O | 19 | -0.22 | 0.05
CCN1CCN(C(=O)Cc2coc3ccc4ccccc4c23)CC1 | -13 | -0.65 | -1
CCN(CC)c1ccc(N=Cc2c(O)n(CCc3ccc(OC)c(OC)c3)c(=O)[nH]c2=O)cc1 | . | -1.4 | -1.2
C=CCn1c(O)c(C(CC)=NCCC2=CCCCC2)c(=O)[nH]c1=O | -30 | -0.54 | -0.05
Cc1ccc2c(c1)C1CN(C)CCC1N2C(=O)COc1ccc(S(=O)(=O)N2CCOCC2)cc1 (stereo unspecified) | -3 | 1.5 | 1.4
CCOc1ccc(/C=C2/C(=O)NC(=O)N(CCc3ccc(F)cc3)C2=O)cc1 | -28 | 0.11 | 0.31
CCN(CC)CCCN=C(C)c1c(O)n(-c2ccc(C)cc2)c(=O)[nH]c1=O | 64 | 0.04 | 0.13
CN1CCN(c2ccc(N)cc2Cl)CC1 | 43 | . | .
CC(Cc1ccccc1Sc1ccc(O)cc1)N(C)C (stereo unspecified) | 30 | -0.45 | -1.3
CCCCn1c(=O)c(C=Nc2cccnc2Cl)c(O)n(CCCCl)c1=O | 57 | 0.67 | -0.1
Cc1oc(-c2ccc(Cl)cc2)nc1CS(=O)CC(=O)N1CCC2(CC1)OCCO2 (stereo unspecified) | -21 | 1.5 | 2.2
CCC(C)NC(=O)CN1C(=O)CN=C(c2ccccc2)c2ccccc21 (stereo unspecified) | 2 | . | .
C(=NC12CN3CN(CN(C3)C1)C2)c1cccs1 | 3 | 0.88 | 0.01
CC12CN3CC(C)(CN(C1)C3c1ccco1)C2=O (stereo unspecified) | 42 | 1.9 | 1.2
CCc1ccc2c(CN3CC=C(c4ccccc4)CC3)cc(=O)oc2c1 | 33 | -0.68 | -0.23
Cn1ccnc1P(=S)(c1nccn1C)N1CCOCC1 | . | 0.3 | -0.48
CN1C(=O)C(=Cc2ccccc2OCc2ccccc2Cl)C(=O)N(C)C1=O | . | -0.62 | -0.79
CC1CCC(C(C)C)C(OP(N)(=O)c2ccccc2)C1 (stereo unspecified) | 0 | 0.03 | -0.46
COc1ccc(CN2CCN(C(=O)Cc3ccccc3)CC2)c(OC)c1 | -38 | 0.74 | -0.95
Cc1ccc2nc3c(cc2c1)CC1(C(=O)N(C)C(=O)N(C)C1=O)C1COCCN31 (stereo unspecified) | . | 1.2 | 0.43
COc1ccc(N=Cc2c(O)n(CC3CCCO3)c(=O)[nH]c2=O)cc1 (stereo unspecified) | . | -0.07 | -1.1
CCCCCCn1c(O)c(C=NCCCn2ccnc2)c(=O)[nH]c1=O | -16 | -0.12 | -0.71

An excerpt from above in order of SMILES length, rising:
SMILES | Insulin prom inh | SDO1 yeast rescue | SDO1 yeast rescue Rescue 24 h
CCC(C)C1(CC)C(=O)NC(=O)N=C1N (stereo unspecified) | . | 0.39 | -0.74
O=C(Nc1ccccc1)NC1CC2CCC(C1)N2 (stereo unspecified) | 6 | 0.71 | 0.89
Cc1cccn2c(NCC3CCCO3)c(C(C)C)nc12 (stereo unspecified) | 0 | -0.37 | -0.51
CC(C)OC(=O)C1C2c3ccccc3C(c3ccccc32)C1C(=O)O (stereo unspecified) | 8 | . | .
O=C(NC1CN2CCC1CC2)c1cc(Cl)c([N+](=O)[O-])c2nc[nH]c12 (stereo unspecified) | -250 | 1.1 | 0.76

Part of the list above, reduced to Insulin prom inh and SDO1 yeast rescue.
Molecule,Insulin prom inh,SDO1 yeast rescue
CCCCn1c(=O)c(C=Nc2cccnc2Cl)c(O)n(CCCCl)c1=O,57,0.67
Cn1ccnc1P(=S)(c1nccn1C)N1CCOCC1,.,0.3
COc1ccc(CN2CCN(C(=O)Cc3ccccc3)CC2)c(OC)c1,-38,0.74
CN1C(=O)C(=Cc2ccccc2OCc2ccccc2Cl)C(=O)N(C)C1=O,.,-0.62
CCc1ccc2c(CN3CC=C(c4ccccc4)CC3)cc(=O)oc2c1,33,-0.68
CC12CN3CC(C)(CN(C1)C3c1ccco1)C2=O (stereo unspecified),42,1.9
CC1CCC(C(C)C)C(OP(N)(=O)c2ccccc2)C1 (stereo unspecified),0,0.03

More results
SMILES | Insulin prom inh | SDO1 yeast rescue | SDO1 yeast rescue Rescue 24 h
O=c1c2ccccc2nc(-c2ccccc2)n1-c1ccncc1 | -59 | -0.17 | -0.73
CC(C)CCP(=O)(O)c1ccccc1 | . | 0.88 | 1.2
O=C(Cn1ncc2c3ccccc3n(Cc3ccccc3)c2c1=O)N1CCC2(CC1)OCCO2 | -38 | -0.54 | -0.31
COc1cccc(-n2c(O)c(C=Nc3c(C)n(C)n(-c4ccccc4)c3=O)c(=O)[nH]c2=O)c1 | -21 | -0.58 | -0.49
CC1(C)N=C(c2ccccc2)[C@@H]2C(c3ccc([N+](=O)[O-])cc3)N21 (stereo partly specified) | -13 | 0.57 | 0.64
CC(C(=O)O)N(C(=O)c1ccccc1)c1ccc(F)c(Cl)c1 (stereo unspecified) | 29 | . | .
COc1ccc(CC2(CCc3ccccn3)C(=O)NC(=O)N(c3ccccc3C)C2=O)cc1OC (stereo unspecified) | -43 | . | .
CCOC(=O)C1=C(N)Oc2c(c(=O)oc3ccccc23)C12C(=O)N(C)c1ccccc12 (stereo unspecified) | . | 0.76 | 0.32
Cc1nn(Cc2ccccc2)c(C)c1C(=O)OCC(=O)Nc1ccccc1SCC#N | -118 | -0.53 | -0.49

Assay outcomes: PubChem BioAssay, several laboratories

The list is partial; the hit share may differ from the screen's.
